# Source: PubChem (National Center for Advancing Translational Sciences (NCATS))
# FUS suppressor: qHTS for Suppressors of FUS Proteinopathy: Primary screen using FUS-linked yeast assay. Potency, µM (titrated, usually from 76.6 µM), without a hit: top-dose growth rescue (activation), usual class: activators. S. cerevisiae FUS-expressing, growth rescue, OD600, 24 h. 390,000 tested, 0.24% active;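 also: potency is read from the fitted curve at half-maximal effect; plate controls were DMSO vehicle for no effect and reference control for full effect; nearly all actives have a fitted effect of over 55% in size; some results filed as inactive show a strong effect at the top dose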
#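 Restored growth of FUS-toxic S. cerevisiae, read as 600 nm absorbance after 24 h at 30C in galactose medium (starting OD 0.005). Controls CP55940 and DMSO.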
# D3 ag: qHTS of D3 Dopamine Receptor Agonist: qHTS | D(3) dopamine receptor (Homo sapiens), P35462 | max activation, % | 410,000 tested, 0.58% active | D3R DiscoveRx beta-arrestin cells, luminescence, 90 min; in the data active = max activation above about 30%; also: 0% is about no effect; mostly tested at two doses, the higher about 12 µM
#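 Cells at 1500/well, incubated overnight, then treated with pinned compounds (dopamine as control) for 90 min at 37 degrees C. DiscoveRx reagent added for 30 - 60 minutes at room temperature; luminescence read.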
# EPAC2 agonist: qHTS for Agonist of cAMP-regulated guanine nucleotide exchange factor 4 (EPAC2): primary screen; Rap guanine nucleotide exchange factor 4 (Homo sapiens), Q8WZA2; EPAC2 activation, biochemical qHTS; response scale: 100% = 6.5 mM cAMP response; Potency, µM (top dose mostly 154 µM), inactives show top-dose activation, hits mostly activators; 360,000 tested, 0.079% active; also: potency is read from the fitted curve at half-maximal effect; nearly all actives have a fitted effect of over 50% in size
# Target sequence (Q8WZA2 whole entry, looked up): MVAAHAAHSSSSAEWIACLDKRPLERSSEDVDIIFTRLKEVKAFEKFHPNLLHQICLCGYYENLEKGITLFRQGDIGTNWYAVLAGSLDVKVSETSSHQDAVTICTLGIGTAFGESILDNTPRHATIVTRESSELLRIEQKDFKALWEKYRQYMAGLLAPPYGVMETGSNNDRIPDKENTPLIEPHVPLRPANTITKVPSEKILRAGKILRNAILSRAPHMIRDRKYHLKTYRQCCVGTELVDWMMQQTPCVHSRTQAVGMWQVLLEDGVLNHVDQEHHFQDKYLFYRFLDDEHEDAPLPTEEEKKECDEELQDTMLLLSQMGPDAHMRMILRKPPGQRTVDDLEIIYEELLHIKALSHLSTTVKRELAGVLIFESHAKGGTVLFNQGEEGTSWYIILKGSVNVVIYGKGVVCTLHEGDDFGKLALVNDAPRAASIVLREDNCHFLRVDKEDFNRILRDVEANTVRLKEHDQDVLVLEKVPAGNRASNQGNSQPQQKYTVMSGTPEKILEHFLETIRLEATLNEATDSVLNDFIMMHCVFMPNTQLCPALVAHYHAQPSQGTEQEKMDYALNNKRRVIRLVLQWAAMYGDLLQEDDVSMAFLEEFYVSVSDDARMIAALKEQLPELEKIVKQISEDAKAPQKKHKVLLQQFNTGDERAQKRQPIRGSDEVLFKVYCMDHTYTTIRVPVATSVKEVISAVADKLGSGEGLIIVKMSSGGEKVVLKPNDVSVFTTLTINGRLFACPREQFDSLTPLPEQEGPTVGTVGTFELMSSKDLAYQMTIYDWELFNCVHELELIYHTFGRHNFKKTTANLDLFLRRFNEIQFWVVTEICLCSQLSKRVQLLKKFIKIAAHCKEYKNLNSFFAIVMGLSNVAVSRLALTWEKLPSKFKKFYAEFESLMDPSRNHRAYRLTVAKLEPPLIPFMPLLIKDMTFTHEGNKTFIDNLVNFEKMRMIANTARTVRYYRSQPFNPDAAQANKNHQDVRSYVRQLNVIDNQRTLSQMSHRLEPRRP
#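 Compounds were added across a concentration range to EPAC2 (100 nM), RAP1B-BODIPY-GDP (250 nM) and GDP (50 uM). After 5 min at room temperature, fluorescence was recorded at 5-min intervals for 30 min.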
# DRD3 antagonist: qHTS of D3 Dopamine Receptor Antagonist: qHTS; 360,000 tested, 2.5% active; D3R cells, DiscoveRx beta-arrestin luminescence, antagonist mode; stronger effect = lower value; AID 652054, 2013; max response, negative = inhibition, %; in the data active = max response below about -50%; inconclusive = no clear call, values can overlap the other calls; also: % is scaled to controls: 0 for no effect and ±100 for the full control effect; mostly tested at two doses, the higher about 12 µM
#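 Cells expressing the human receptor were seeded at 1500 cells/well, incubated overnight at 37 degrees C in 5% CO2, then exposed to library compounds with dopamine controls for 90 minutes at 37 degrees C before luminescent detection.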
# aSyn yeast inh: qHTS of alpha-syn Inhibitors | Yeast expressing alpha-synuclein, growth rescue, BacTiter-Glo, 24 h | Potency, µM (doses to about 46.1 µM), for the others: top-dose growth rescue (activation), most hits filed as activators | 370,000 tested, 0.14% active; also: potency is read from the fitted curve at half-maximal effect; % of control where 0% means no effect; nearly all actives have a fitted effect of over 65% in size
#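 Rescue of yeast growth: cells expressing toxic alpha-synuclein, induced in galactose at OD600 0.02, incubated with compound 24 h at 30 C. ATP luminescence quantified growth; inhibitors of toxicity appear as activators.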
# EPAC2 antag: qHTS for Antagonist of cAMP-regulated guanine nucleotide exchange factor 2 (EPAC2): primary screen | Rap guanine nucleotide exchange factor 4 (Homo sapiens), Q8WZA2 | EPAC2 GEF exchange of Rap1B-BODIPY-GDP, fluorescence | Potency, µM (top dose mostly 114 µM), without a hit: top-dose activity, negative = inhibition, actives largely listed as inhibitors | 360,000 tested, 0.18% active | AID 720708, 2013; also: potency is read from the fitted curve at half-maximal effect; % is scaled to controls: 0 for no effect and ±100 for the full control effect; nearly all actives have a fitted effect of over 45% in size; many of its hits are not listed in these tables
# Abeta yeast res: qHTS for compounds that reverse cellular toxicity of Amyloid beta (A-beta) peptide in yeast: Primary Screen; 410,000 tested, 0.063% active; yeast expressing A-beta42, growth rescue, OD600, 48 h; response scale: 0% DMSO, 100% iron-clioquinol control; Potency, µM (top dose mostly 46.1 µM), for inactives: top-dose growth rescue, most hits filed as activators; also: potency is read from the fitted curve at half-maximal effect; nearly all actives have a fitted effect of over 55% in size
#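 Yeast growth medium received pinned compounds, then yeast cells expressing toxic A-beta were added; plates incubated at 30 C for 48 hr. Growth read as absorbance at 600 nm, normalized to DMSO and equimolar FeCl3 plus clioquinol controls.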
# TDP43 rescue: qHTS of TDP-43 Inhibitors. TDP-43 expressing yeast growth rescue, BacTiter-Glo, 24 h. 410,000 tested, 1.8% active. Potency, µM (series often up to 46.1 µM), for inactives: at the highest dose growth rescue (activation), usual class: activators; also: potency is read from the fitted curve at half-maximal effect; % of control where 0% means no effect; nearly all actives have a fitted effect of over 50% in size
#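 Yeast expressing TDP-43 (pregrown in raffinose, seeded at OD600=0.02 in galactose medium) exposed to compounds 24 hr at 30 deg C. Growth read by BacTiter-Glo luminescence; rescue of toxicity appears as increased signal.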
# The depositor's hits bear a star; ? = inconclusive; / = not tested or not shown; [ ] = remark or other dose. Unless noted, calls follow the shape of the dose curve; as a rule, active = well fitted curve in the direction sought with a large enough effect; inconclusive = small, poorly fitted or top-dose-only effect, or another doubt; inactive = no such curve, though single readings can be large; an effect the other way counts as inactive or inconclusive.
SMILES,FUS suppressor,D3 ag,EPAC2 agonist,DRD3 antagonist,aSyn yeast inh,EPAC2 antag,Abeta yeast res,TDP43 rescue
CN(Cc1cn(Cc2ccc(Cl)cc2)nn1)C1CN(Cc2cn(Cc3ccc(Cl)cc3)nn2)S(=O)(=O)C1 (stereo unspecified),37%,-9,16%,-23,-1%,-5%,-7%,4%
CC1(C)Cc2c(sc3nc(SCC(=O)N4CCOCC4)nc(N)c23)CO1,-3%,-2,6%,18,0%,1%,-10%,15%
CC(C)(C)n1ncc2c(=O)n(CC(=O)NCc3ccccc3)cnc21,0%,-6,-5%,-22,-2%,4%,-14%,-23%
CCCCNS(=O)(=O)c1ccc2nc(SCC(=O)Nc3ccccc3)[nH]c2c1,/,-4,-1%,4,-2%,-25%,15%,-9%
CCCNC(=O)CSc1nnc(-c2ccc(F)cc2)o1,-19%,1,9%,-10,-1%,6%,-8%,14%
CN1C(=O)C2(c3ccccc31)N(c1cccc(F)c1)C(=O)CS2(=O)=O (stereo unspecified),?,1,/,/,3%,/,2%,3%
Cc1cc2n(n1)C(c1cn(-c3ccccc3)nc1C)Nc1ccccc1-2 (stereo unspecified),4%,-3,10%,4,3%,-3%,8%,12%
CCS(=O)(=O)c1c(Nc2cc(C)ccc2C)sc(C(=O)c2ccccc2)c1N,37%,-2,/,/,/,/,-2%,14%
O=C(NNC1CC(=O)N(c2cccc(Cl)c2)C1=O)c1cccs1 (stereo unspecified),27%,-21,3%,-23,-1%,2%,-9%,-14%
CCOC(=O)C1CCCN(c2c(NCCCN(CC)c3ccccc3)c(=O)c2=O)C1 (stereo unspecified),7%,-36,-7%,18,1%,-3%,4%,-20%
Cc1nccc(-c2cc(-c3ccc(Cl)cc3Cl)no2)n1,2%,6,11%,15,2%,-1%,4%,?
CC(C)c1ccc(NC(=O)c2cc(S(=O)(=O)N3CCCC3)c[nH]2)cc1,-17%,-2,14%,4,7%,0%,-9%,10%
CC(c1ccccc1)C1OCC(C[N+]2(C)CCCCC2)O1 (stereo unspecified),-4%,-2,-7%,-17,-6%,13%,-6%,-4%
CC(C)OCCCn1c(=S)[nH]c2ncccc2c1=O,10%,0,-5%,0,2%,1%,14%,0%
O=C(Nc1cccs1)Nc1cccnc1Cl,-1%,4,-4%,16,4%,-9%,6%,-5%

# Single entries from the results shown.
# CC(c1ccccc1)C1OCC(C[N+]2(C)CCCCC2)O1 (stereo unspecified) – DRD3 antagonist = -17
# Cc1nccc(-c2cc(-c3ccc(Cl)cc3Cl)no2)n1 – EPAC2 antag = -1%

# Reformatted with tabs: entries from further up
SMILES	FUS suppressor	D3 ag	EPAC2 agonist	DRD3 antagonist	aSyn yeast inh	EPAC2 antag	Abeta yeast res	TDP43 rescue
CN1C(=O)C2(c3ccccc31)N(c1cccc(F)c1)C(=O)CS2(=O)=O (stereo unspecified)	?	1	/	/	3%	/	2%	3%
Cc1cc2n(n1)C(c1cn(-c3ccccc3)nc1C)Nc1ccccc1-2 (stereo unspecified)	4%	-3	10%	4	3%	-3%	8%	12%

# (more compounds)
SMILES,FUS suppressor,D3 ag,EPAC2 agonist,DRD3 antagonist,aSyn yeast inh,EPAC2 antag,Abeta yeast res,TDP43 rescue
CN(C)CCNC(=O)/C(=C/c1ccc(-c2cccc([N+](=O)[O-])c2)o1)NC(=O)c1ccccc1,15%,-1,9%,1,-16%,-4%,-6%,-9%
O=C(NCCc1ccc(Cl)cc1)C1CCN(S(=O)(=O)c2cccs2)CC1,44%,-7,5%,12,-11%,15%,-10%,26%
COc1cc(OC)cc(C(=O)Nc2c(F)cccc2F)c1,25%,0,4%,-29,0%,-24%,10%,27%
COCCNC(=O)CN1N=C(c2ccc(C)cc2)CCC1=O,8%,-2,11%,-5,1%,-7%,-5%,?
Cc1ccccc1-c1nc(S(=O)(=O)c2ccccc2)c(NCCN2CCOCC2)o1,2%,-17,7%,-27,1%,-5%,-4%,6%
CCOc1ccc(NC(=O)CC2C(=O)N(c3ccccc3)C(=O)N2C2CCCC2)cc1 (stereo unspecified),30%,-15,/,/,/,/,-9%,14%
CN1CCN(C(c2ccccc2)c2nnnn2C(C)(C)C)CC1 (stereo unspecified),-23%,1,-1%,1,-6%,13%,-13%,10%
O=C(CCC1CCCN(Cc2ccc3c(c2)OCCO3)C1)NCc1ccccc1F (stereo unspecified),3%,-1,-3%,10,1%,-14%,3%,-9%
C=CCn1c(COc2ccc(Cl)cc2)nnc1SCC(=O)Nc1ccc(S(N)(=O)=O)cc1,10%,11,-4%,0,3%,-1%,-4%,8%
CN1CCN(c2ncc3c(n2)CCN(Cc2ccccc2Cl)C3)CC1,-18%,-16,/,/,/,/,0%,?
O=C(NNC(=O)c1csc(-c2cccnc2)n1)Nc1ccc(Cl)cc1,7%,-13,-3%,-5,-7%,-5%,4%,22%
CCN(c1ccc(OCC(=O)OCC(=O)c2c(N)n(C)c(=O)n(C)c2=O)cc1)S(=O)(=O)c1ccccc1,8%,9,4%,26,7%,-13%,-3%,/
CCN1CCN(c2ccc(S(=O)(=O)N3CCCCC3)cc2NC(=O)/C=C/c2ccc(F)cc2)CC1,27%,-16,6%,-13,-3%,2%,0%,7%
Cn1c(CNC(=O)c2cccs2)n[nH]c1=S,/,6,1%,2,8%,-2%,0%,19%
Cc1ccc(S(=O)(=O)N2CCN(c3ccc(N4CCOCC4)nn3)CC2)cc1[N+](=O)[O-],4%,2,2%,8,2%,1%,0%,23%

# Some entries already given, limited to TDP43 rescue.
smiles	TDP43 rescue
O=C(NNC(=O)c1csc(-c2cccnc2)n1)Nc1ccc(Cl)cc1	22%
CN1CCN(C(c2ccccc2)c2nnnn2C(C)(C)C)CC1 (stereo unspecified)	10%

# Continuation:
SMILES,FUS suppressor,D3 ag,EPAC2 agonist,DRD3 antagonist,aSyn yeast inh,EPAC2 antag,Abeta yeast res,TDP43 rescue
COc1ccc(CCNC(=O)COc2ccc(-c3ccc(C#N)cc3)cc2)cc1,-32%,2,-1%,-5,-3%,8%,-12%,-5%
OCc1ccc(O)c2ncccc12,-13%,-12,13%[15.6 µM],-16,-11%,1%,-60%[inhibitor],-3%
COC(=O)c1c(NC(=O)/C=C/C(=O)O)sc(C)c1-c1ccc(C)c(C)c1,7%,-1,-5%,-19,-68%[inhibitor],-1%,-23%,-7%
C#CCSc1nnc(-c2ccc(O)cc2)o1,-2%,-8,-3%,-13,-3%,6%,0%,-14%
Cn1ncc2c(Nc3ccccc3Br)ncnc21,-16%,4,5%,14,7%,3%,10%,?
Cc1cccn2c(=O)nc(SCC(=O)N3CC(C)OC(C)C3)nc12 (stereo unspecified),-1%,4,-3%,16,-15%,9%,7%,-11%
Cc1ccc(C(=O)C(C)OC(=O)C2CCN(c3ccc(C(F)(F)F)cn3)CC2)cc1 (stereo unspecified),4%,16,0%,0,-23%,-9%,21%,8%
COc1cccc(-c2nc(S(=O)(=O)c3ccccc3)c(N3CCOCC3)o2)c1,-7%,6,17%,-19,9%,1%,9%,-9%
Cc1onc(-c2ccccc2)c1C(=O)NCc1cccnc1,0%,2,3%,-75*,?,-4%,12%,6%
Cc1ccc(-c2cn3c(n2)sc2cc(C(=O)NCCC4=CCCCC4)ccc23)cc1,-20%,-5,/,/,/,/,-11%,6%
CCCCC(=O)N1CCN(c2nc3ccc(OCC)cc3s2)CC1,-16%,-5,-4%,26,6%,9%,0%,?
COc1ccc(/C=C2\SC(=S)N(CCCC(=O)NC3CCCC3)C2=O)cc1OC,13%,9,-62%[inhibitor],6,3%,-1%,3%,18%
Cc1cc(NC(=O)/C(C#N)=C\c2ccc(-c3ccc(SC(F)F)cc3)o2)n(-c2ccccc2)n1,-1%,12,25%,5,3%,13%,9%,-11%
COc1ccc(NC(=O)C(=O)NCCCn2ccnc2)cc1,21%,-3,9%,-9,-23%,2%,-8%,-13%[9.22 µM]
COc1ccc2nc(N/C(N)=N/C(=S)Nc3ccccc3)nc(C)c2c1,?,-9,12%,-21,-23%,3%,4%,?
CC(C)(Cc1ccc(O)cc1)NC(=O)c1ccccc1,7%,3,1%,-11,-12%,0%,16%,1%
CCNC(=O)C1(C)CCN(C(=O)c2cccc(C#N)c2)C1 (stereo unspecified),-22%,6,4%,28,3%,4%,17%,?
O=C(CCC1N=C2c3ccccc3N=C(SCc3ccccc3Cl)N2C1=O)N1CCN(c2ccccc2)CC1 (stereo unspecified),34%,-7,/,/,/,/,26%,?
Cc1c(N=NC2=C(O)CC(C)(C)CC2=O)c(=O)n(-c2ccccc2)n1C,18%,-45,10%,-63*,11%,-7%,-2%,-5%[9.22 µM]
Cn1cnnc1SCC(=O)NC1CCCc2ccccc21 (stereo unspecified),-3%,3,0%,11,-5%,1%,-11%,-15%
Cc1cc(C)cc(N=c2c([N+](=O)[O-])nn(-c3ccc4c(c3)OCCO4)n2O)c1,13%,8,7%,-5,-1%,-13%,-8%,9%
CN=C1S/C(=C\c2ccc(O)c(OC)c2)C(=O)N1C,-1%,15,0%,11,8%,-3%,-20%,29%
CCOC(=O)c1c(C)n(-c2ccccc2)c2ccc(O)c(CN(C)C)c12,14%,4,9%,-12,-1%,0%,-17%,9%
CC(C)c1cc(C(=O)NNC(=S)NCc2ccco2)c(O)c(C(C)C)c1,12%,7,-12%,30,15%,-23%,25%,19%
CCOc1ccc(C(C)=O)cc1CSc1nc(C)cc(C)n1,14%,4,-1%,-2,9%,-12%,9%,15%
COc1ccccc1Oc1ccc(N/C=C/C(=O)c2ccco2)cc1,30%,2,11%,5,12%,-1%,1%,?
CCOC(=O)Cc1csc(NC(=O)COc2ccccc2)n1,-15%,-9,8%,-25,-15%,21%,-10%,-12%
Fc1ccccc1N1CCN(c2ncnc3[nH]ncc23)CC1,13%,-6,13%,-20,13%,-6%,11%,18%
CCOC(=O)C(=CNc1ccc(C(F)(F)F)cc1Cl)C(=O)OCC,11%,28,-11%,19,0%,-15%,-3%,7%
O=C(c1ccc(F)cc1)N1CCN(S(=O)(=O)c2ccc(Br)cc2)CC1,8%,-1,0%,10,1%,-5%,/,19%
Cc1ccccc1-n1ncc2c(SCC(=O)NCc3cccs3)ncnc21,15%,-3,0%,7,-3%,20%,-11%,-6%

# Not all compounds are listed; count on the stated rates, not on these rows.
